Screening results (PubChem BioAssay)
phage Ecoli inh: growth loss of phage-infected E. coli, primary screen, RecBCD inhibitor project, absorbance, with phage, HTS; inhibition, % at 11.9 µM; actives 0.26% (n = 360,000); in the data active = inhibition above about 11%
An asterisk follows results filed as active. This is a subset, so the mix of outcomes need not match the whole.

SMILES | phage Ecoli inh
Cc1ccccc1-c1ccc2c(c1)[C@@H]1C[C@H]3[C@@H](CN1CC2)[C@H](C)ON3C | 1.4
COc1cc([N+](=O)[O-])c(OC)cc1Nc1ccccc1C(=O)O | 1.1
CCOC(=O)N1CCN(C(C(=O)NC2CCCC2)C(C)C)CC1 (stereo unspecified) | 1.1
COc1cccc(C(C(=O)NCc2ccccc2)N2CCN(CCN3CCOCC3)CC2)c1OC (stereo unspecified) | 2.5
CSc1ccc(NC(=O)C2(C)CCN2C(=O)c2sccc2C)cc1 (stereo unspecified) | 1.1
CN(c1cccnc1)c1ccc(NC(=O)Cc2c[nH]c3ccccc23)cc1-c1ccc(F)c(F)c1 | 0.6
COCCn1c(C(=O)N(C)C)cc2c1C[C@H]1CN(C(=O)c3ccccc3)[C@@](Cc3ccc(F)cc3)(C(=O)OC)[C@@H]21 | 0.7
COc1ccc(OC)c(NC(=O)C2(C)CCN2Cc2ccc(OC)c3ccccc23)c1 (stereo unspecified) | 4.1
CCCCN1C(=O)C(=O)NC[C@H]1Cc1cccc2ccccc12 | 3.6
CC1(c2nnnn2-c2ccc3c(c2)OCCO3)CCC(=O)N1C1CC1 (stereo unspecified) | 4.0
COc1ccc(-c2nc3ccc(Cl)cn3c2Cc2cccc(Cl)c2)cc1OC | 1.0
CCCCCCCCN1C(=O)[C@H](CC(=O)NCc2ccc(C)o2)C[C@@]2(C(=O)OC)CC(C)(C)CC=C12 | 0.8
O=c1c(-c2ccccc2)nc2ccccc2n1C(c1ccccc1)c1nc2ccccc2[nH]1 (stereo unspecified) | 1.7
Nc1nc2c(ncn2[C@@H]2O[C@H](CNS(=O)(=O)N3CCc4ccccc4C3)[C@@H](O)[C@H]2O)c(=O)[nH]1 | 3.1
COCCN1C(=O)CCC1(C)C(=O)Nc1ccc2c(c1)OCCO2 (stereo unspecified) | 1.6

Continued, overlapping the part above by 7 compounds.
SMILES | phage Ecoli inh
CCCCN1C(=O)C(=O)NC[C@H]1Cc1cccc2ccccc12 | 3.6
CC1(c2nnnn2-c2ccc3c(c2)OCCO3)CCC(=O)N1C1CC1 (stereo unspecified) | 4.0
COc1ccc(-c2nc3ccc(Cl)cn3c2Cc2cccc(Cl)c2)cc1OC | 1.0
CCCCCCCCN1C(=O)[C@H](CC(=O)NCc2ccc(C)o2)C[C@@]2(C(=O)OC)CC(C)(C)CC=C12 | 0.8
O=c1c(-c2ccccc2)nc2ccccc2n1C(c1ccccc1)c1nc2ccccc2[nH]1 (stereo unspecified) | 1.7
Nc1nc2c(ncn2[C@@H]2O[C@H](CNS(=O)(=O)N3CCc4ccccc4C3)[C@@H](O)[C@H]2O)c(=O)[nH]1 | 3.1
COCCN1C(=O)CCC1(C)C(=O)Nc1ccc2c(c1)OCCO2 (stereo unspecified) | 1.6
Cn1nc(C(C)(C)C)cc1C(=O)N1CCCCC1c1cc(C(=O)Nc2ccc3c(c2)OCO3)no1 (stereo unspecified) | -1.3
O=C(Nc1ccccc1Cl)c1cc(C2CCCCN2C(=O)CCCc2ccccc2)on1 (stereo unspecified) | 2.0
COc1ccc(CCNC(=O)Nc2nnc([C@H]3C[C@H](O)[C@@H](CO)O3)s2)cc1OC | 3.5
COC(=O)C1=C(C)N(Cc2cccc(C(F)(F)F)c2)C(=NCc2ccc3c(c2)OCO3)NC1c1cccc(Cl)c1 (stereo unspecified) | 2.6
COc1ccc(C(C)(O)c2nc(-c3ccccc3)cs2)cc1 (stereo unspecified) | 0.5
COC(=O)C1=CN(c2ccc(C(C)(C)C)cc2)C(N)=C(C#N)C1c1ccccc1F (stereo unspecified) | 1.9
CCc1nc2ccc(C(=O)N3CCN(S(=O)(=O)CC)CC3)cn2c1N(C=O)Cc1ccc(OC)cc1 | 3.1
CCOC(=O)C1=CC[C@@H](c2ccc(OC)cc2)N(S(=O)(=O)c2ccc(C)cc2)[C@H]1CC | 3.5
COc1cccc(NC(=O)N2CCc3nc(NCc4cccc(Oc5ccccc5)c4)ncc3C2)c1 | 3.0
CCCS(=O)(=O)NC(=O)C1(C)CCN(C(=O)c2cc(-c3cccs3)oc2C)C1 (stereo unspecified) | 0.5
CCOCCC(=O)Nc1ccc2c(c1)c(=O)n(C)n2CC=C(C)C | 1.6
CCNC(=O)C1(C)CCCN(C(=O)c2c(C)noc2C)C1 (stereo unspecified) | 4.1
CC1(C(=O)NS(=O)(=O)c2ccc(Cl)cc2)CCN1C(=O)CCc1ccc(Cl)cc1Cl (stereo unspecified) | 4.5
Cc1cc(C)n2c(Nc3ccc4c(c3)OCCO4)c(-c3ccc(F)cc3)nc2n1 | -1.8
CCCCCNC(=O)C(c1ccc(OC)cc1)n1c(=O)c(-c2ccco2)nc2ccccc21 (stereo unspecified) | 0.9

As a short view, part of the list above.
SMILES | phage Ecoli inh
Cc1cc(C)n2c(Nc3ccc4c(c3)OCCO4)c(-c3ccc(F)cc3)nc2n1 | -1.8
CCCCCNC(=O)C(c1ccc(OC)cc1)n1c(=O)c(-c2ccco2)nc2ccccc21 (stereo unspecified) | 0.9

Next section:
SMILES | phage Ecoli inh
Cc1[nH]c2ccccc2c1CC(=O)Nc1ccc(Nc2ccncc2)cc1 | 1.6
CCC(CC)C(=O)N(C)c1c(C)nc2c(OCc3ccc(OC(F)F)cc3)cccn12 | 0.8
CC1(C(=O)NS(=O)(=O)c2ccccc2Cl)CCN1C(=O)CC1CC1 (stereo unspecified) | 1.9
CC(C)C(=O)N1CCC1(C)C(=O)Nc1ccc(-n2cncn2)cc1 (stereo unspecified) | 1.3
Nc1ncnc2c1ncn2[C@@H]1O[C@H](C(=O)NS(=O)(=O)c2cccs2)[C@@H](O)[C@H]1O | 4.2
O=C(NCc1ccccn1)[C@@H]1CCCN1C(=O)[C@@H]1CCCN1C(=O)c1cccc(Cl)c1 | 1.6
COc1ccccc1CNC(=O)c1ccc2nc(C)c(N(C)Cc3ccc(NC(C)=O)cc3)n2c1 | 3.3
COC(=O)c1ccc2nc(-c3ccc(Cl)cc3)c(Cc3cccc(F)c3)n2c1 | 2.1
CC(=O)O[C@H]1C[C@@H](n2cnc3c(Cl)ncnc32)[C@@H]2OC(C)(C)O[C@@H]21 | 2.3
CN1CCN(c2ccc(-c3cc(NC=O)c4ncc(-c5ccccc5)n4c3)cc2)CC1 | -0.8
CCCOc1ccc(F)cc1-c1cc(C(=O)NCc2cc(OC)cc(OC)c2)[nH]n1 | 1.2
COc1ccc(Nc2c(C3CC3)nc3nc(C)cc(C)n23)cc1 | 4.3
Cc1ccc2ccccc2c1C(O)c1ncc(-c2cccc(C(F)(F)F)c2)[nH]1 (stereo unspecified) | 2.1
O=C(NCc1ccc(F)cc1F)[C@@H]1CCCN1C(=O)[C@@H]1CCCN1C(=O)c1ccc(Cl)cc1 | 1.4
COc1ccc(C2=Nc3ccccc3N(C(=O)c3ccc4c(c3)OCO4)C2C(=O)Nc2c(C)cccc2C)cc1 (stereo unspecified) | -1.2
C[C@H](c1ccccc1)N1C[C@H](COCc2ccccc2)Oc2cc(N3CCC[C@H]3CO)ccc2S1(=O)=O | 2.6
COC(=O)C[C@@H]1CC[C@@H](NC(=O)C2CCC2)[C@@H](CO)O1 | -1.1
Cn1nccc1-c1coc2c(C(=O)NCc3ccccc3)cccc12 | 2.6
COCc1[nH]nc2c1C(c1ccc(C)cc1)N(c1ccc(OC)cc1)C2=O (stereo unspecified) | 2.6
CC1=C(C(=O)N(C(C)C)C(C)C)CC(CC(=O)NC2CCCCC2)C(=O)N1CCC1=CCCCC1 (stereo unspecified) | 3.2
COc1ccc(NC(=O)c2cc(C3CCCCN3S(=O)(=O)c3ccccc3)on2)c(C)c1 (stereo unspecified) | 2.4
Cc1cc(C)n2c(Nc3ccc4c(c3)OCCO4)c(-c3ccccn3)nc2n1 | 3.0
Cc1cc2nc(-c3ccccc3)c(CC(C)(C)C)n2c(C)c1Br | 1.6
CN1OC[C@@H]2CN(C(=S)Nc3cc(C(F)(F)F)cc(C(F)(F)F)c3)[C@H](c3ccccc3Br)C[C@@H]21 | 1.6
O=C(Nc1c(-c2ccccc2)[nH][nH]c1=O)c1ccc(-c2ccccc2)cc1 | 2.2
CCCCNC(=O)C1(C)CCCCN1C(=O)c1ccc2sccc2c1 (stereo unspecified) | -0.2
c1ccc(CCNc2cc(-c3ccc4ccccc4c3)nc3ccnn23)nc1 | 1.0
CC(C)(C)C1CCN2CCC[C@](c3ccccc3)(C1)C2OCCCO (stereo partly specified) | 2.5
Cc1ccc(CNC(=O)c2ccc3nc4[nH]c5ccccc5c4nc3c2)cc1 | 0.2
COCCCNC(=O)c1ccc2sc([C@@H]3O[C@H](CO)[C@H](O)[C@H](O)[C@H]3O)nc2c1 | 3.9
COc1cccc(C(O)c2ncc(-c3ccccc3OC)[nH]2)c1 (stereo unspecified) | 6.6
CC(=O)c1ccc(-c2cnc3c(NC=O)cc(-c4ccccc4Oc4ccccc4)cn23)cc1 | -0.5
CN(C)C(=O)c1cccc(-c2cnc3c(NC=O)cc(-c4ccc(N(C)C)cc4)cn23)c1 | -1.0
O=[N+]([O-])c1ccc2c(c1)C(N1CCN(CCO)CC1)Cc1ccc(F)cc1S2 (stereo unspecified) | 0.4
Nc1ccn([C@@H]2O[C@H](C(=O)NCCc3ccc(F)cc3)[C@@H](O)[C@H]2O)c(=O)n1 | 1.9
COCCNC(=O)C1C(=O)Nc2ccccc2C(=O)N1Cc1ccccc1 (stereo unspecified) | 1.1
COC(=O)[C@]12CCCCC=C1N(Cc1cccc3ccccc13)C(=O)[C@H](CC(=O)NCC1CCCCC1)C2 | 1.0
C[C@@H](CO)NC(=O)[C@H]1O[C@@H](n2ccc(=O)[nH]c2=O)[C@H](O)[C@@H]1O | 2.1
COc1ccc(NC(=O)C(c2ccnc3ccccc23)n2c(=O)c(-c3ccco3)nc3ccccc32)cc1 (stereo unspecified) | -1.1
Cc1ccccc1-c1cnc(C(O)c2c(C)ccc3ccccc23)[nH]1 (stereo unspecified) | 0.9
Cc1nnsc1C(=O)N1CCCC1(C)C(=O)O (stereo unspecified) | 1.1
CC(=O)NCCNC(=O)C1(C)Cc2c(-c3ccccc3)ccnc2O1 (stereo unspecified) | 2.5
Cc1ccc(S(=O)(=O)N2C[C@H]3C(=O)C[C@@H](c4cccs4)N(S(=O)(=O)c4ccc(C)cc4)[C@H]3C[C@H]2c2ccccc2)cc1 | 1.6
COC(=O)[C@@]12C[C@@H](CC(=O)N3CCN(C(=O)c4ccco4)CC3)C(=O)N(Cc3ccco3)C1=CCC(C)(C)C2 | 1.6
Cc1cccc(C)c1NC(=O)C(c1ccccc1)N1CCN(c2ccc(F)cc2)CC1 (stereo unspecified) | 0.6
CC(C)=CCC[C@H](C)C[C@@H]1CC2=C(C(=O)OC(C)(C)O2)[C@H](c2ccc(F)cc2)O1 | 2.3
COC(=O)[C@]12C[C@H](CC(=O)N3CCN(C(=O)C4CC4)CC3)C(=O)N(CCC3=CCCCC3)C1=C[C@H](COCc1ccccc1)O[C@@H]2C | 1.6
Cc1cccc(NC(=O)CCS(=O)(=O)c2ccc3nc(C)sc3c2)c1 | 1.4
COc1ccc(N2CCN(C(=O)C(=O)c3ccc(F)cc3)CC2)cc1 | 0.9
Cc1cc(N2CCN(C(=O)OC(C)(C)C)C[C@H]2C)ccc1N1CCS(=O)(=O)CC1 | 1.4
CCOC(=O)C1(C)CCCN(C(=O)c2cc(F)ccc2C)C1 (stereo unspecified) | 0.8
COc1cccc(-c2cccc3c2NC(=O)C3(C)Cc2ccccc2F)c1 (stereo unspecified) | 3.1
CC(C)c1ccc(CNC(=O)C2(C)CCCN2C)cc1 (stereo unspecified) | 2.9
Cc1cccc(C(=O)N2CCC[C@H]2C(=O)N2CCC[C@H]2C(=O)NCc2ccncc2)c1 | 0.7
CC(C)N(C)c1ncnc2c1ncn2[C@H]1CN(Cc2ccncc2)C[C@@H](CO)O1 | 0.8
C[C@H](O)[C@@H]1CN2CCc3c([nH]c4ccccc34)[C@@H]2C[C@@H]1N(C)C(=O)c1ccco1 | 3.6
Cc1ccccc1C(=O)N[C@H](C(=O)N1CCC[C@H]1C(=O)NCCc1ccccc1Cl)C1CCCCC1 | 3.1
FC(F)(F)Oc1ccccc1C(c1nnnn1Cc1ccccc1)N1CCN(C/C=C/c2ccccc2)CC1 (stereo unspecified) | 4.7
Cc1cc2c(c(=O)o1)[C@@]1(C(=O)N(C)c3ccccc31)C1=C(CC(C)(C)OC1=O)O2 | 3.0
CCOC(=O)[C@]12CCCC=C1N(Cc1cccc3ccccc13)C(=O)[C@H](CC(=O)N1CCSCC1)C2 | -1.8

Later entries
SMILES | phage Ecoli inh
COc1ccc(OC)c(CN2C(=O)CCC2(C)c2nnnn2Cc2ccccc2)c1 (stereo unspecified) | 0.7
COc1ccc(-c2ccc(C(=O)Nc3cc(OC)c(OC)c(OC)c3)c3occc23)c(C)c1 | -0.3
CSc1nc2c(=O)[nH]cnc2s1 | 2.1
CCOC(=O)[C@]12CCC=C1N(Cc1ccco1)C(=O)[C@H](CC(=O)NCc1ccc(C)o1)C2 | 0.6
O=C(Cc1csc2ccccc12)NCC1CC1 | -0.6
COCCNc1nc(NCCCN2CCCC2=O)c2sc(-c3ccccc3)cc2n1 | -1.1
CCCS(=O)(=O)NC(=O)C1(C)CCN(C(=O)c2ccc(F)c(Cl)c2)C1 (stereo unspecified) | -1.1
CNc1cnc(-c2ccc(C(=O)N3CCOCC3)cc2)cn1 | 2.5
CCc1ccc2cc(C)cc(C)c2n1 | 3.0
CCOC(CNC(=O)c1[nH]c(C(F)(F)F)nc1-c1ccccc1)OCC | 3.5
CCc1nc2ccc(C(=O)NCCOc3ccc(OC)cc3)cn2c1N(CC)Cc1cccc(Br)c1 | 1.7
CC(C)Nc1nc(Nc2ccc(C#N)cc2)c2sccc2n1 | 2.6
c1ccc(OCCNc2ccn3nc(-c4ccccc4)cc3n2)cc1 | 3.3
OC(c1cccc(Cl)c1)c1nc(-c2csc3ccccc23)cs1 (stereo unspecified) | 1.7
Cc1nc(C(F)(F)F)ccc1C(=O)N1CCC1(C)C(=O)Nc1ccc2c(c1)OCO2 (stereo unspecified) | 3.4
CCCC[C@@H]1Cc2[nH][nH]c(=O)c2[C@H](c2ccc3ccccc3c2)O1 | 1.5
COC(=O)C[C@H]1CC[C@H](NC(=O)Nc2ccccc2F)[C@@H](CO)O1 | 2.5
COc1cc(CN2C[C@@H](CO)O[C@@H](n3cnc4c(NCc5ccco5)ncnc43)C2)cc(OC)c1OC | 6.8
